Source: PubChem (several laboratories)
BioA inh = M. tuberculosis BioA enzyme inhibitors, primary screen, biochemical, plate reader, single point, HTS. 7,8-diaminopelargonic acid synthase BioA (Mycobacterium tuberculosis). purified M. tuberculosis BioA enzyme. inhibition, % at 9.99 µM. actives 0.096% (n = 360,000). AID 602481, 2012; in the data active = inhibition above about 40%; inconclusive = no clear call, values can overlap the other calls
BoNT F protease = BoNT/F light chain protease inhibitors, primary screen, biochemical, flow cytometry, MLPCN library; inhibition, % at 10 µM; Multiplex microsphere protease cleavage assay; actives 0.22% (n = 360,000); AID 588497, 2011; Botulinum neurotoxin type F light chain protease (Clostridium botulinum); in the data active = inhibition above about 35%, passing the limit was not always enough; inconclusive = no clear call, values can overlap the other calls; note: plate controls were buffer without enzyme for full effect and enzyme alone for no effect
Mtb UGM inh = M. tuberculosis UGM enzyme inhibitors, primary screen, biochemical, fluorescence polarization, single point | purified UGM, fluorescence polarization probe displacement | inhibition, % at 10 µM | actives 0.06% (n = 320,000) | AID 504406, 2011; in the data active = inhibition above about 10%, passing the limit was not always enough; inconclusive = no clear call, values can overlap the other calls
Target sequence (P9WIQ1 whole entry, looked up): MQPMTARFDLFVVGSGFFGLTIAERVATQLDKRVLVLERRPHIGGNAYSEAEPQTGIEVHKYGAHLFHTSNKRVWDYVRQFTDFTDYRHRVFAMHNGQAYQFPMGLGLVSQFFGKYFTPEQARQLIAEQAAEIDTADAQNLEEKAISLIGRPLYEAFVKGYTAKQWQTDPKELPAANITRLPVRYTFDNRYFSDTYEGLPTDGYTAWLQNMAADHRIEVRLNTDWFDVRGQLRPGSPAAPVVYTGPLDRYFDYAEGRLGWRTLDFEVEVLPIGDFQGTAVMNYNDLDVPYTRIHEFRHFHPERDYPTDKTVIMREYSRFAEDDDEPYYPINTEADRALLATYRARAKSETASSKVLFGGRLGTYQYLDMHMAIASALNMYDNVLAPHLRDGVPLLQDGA
Mtb FBA inh = Mtb FBA enzyme inhibitors, primary screen, biochemical, fluorescence, strain H37Rv | purified M. tuberculosis FBA, fluorescence read-out | AID 588726, 2011 | actives 2.3% (n = 360,000) | inhibition, % at 1 µM | Fructose-bisphosphate aldolase (Mycobacterium tuberculosis (strain ATCC 25618 / H37Rv)), …; in the data active = inhibition above about 27%;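 note: 0% = vehicle and 100% = reference inhibitor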
MazEF act = activators of E. coli MazEF toxin-antitoxin RNase, primary screen, biochemical, fluorescence, uHTS. Endoribonuclease toxin MazF (Escherichia coli (strain K12)), P0AE70. FAM/BHQ RNA-DNA oligo cleavage fluorescence, 5 h. activation, % at 20 µM. actives 0.32% (n = 350,000). AID 504720, 2011; in the data active = activation above about 50%
Target sequence (P0AE70 whole entry, looked up): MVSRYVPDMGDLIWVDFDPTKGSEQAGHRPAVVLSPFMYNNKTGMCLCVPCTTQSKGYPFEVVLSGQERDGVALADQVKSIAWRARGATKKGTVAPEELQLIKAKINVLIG
PrPC surface inh = inhibitors of human cell surface prion protein PrPC, primary screen, cell-based, TR-FRET. Major prion protein (Homo sapiens), P04156. TR-FRET read-out. inhibition, % at 13.8 µM. actives 0.43% (n = 370,000); in the data active = inhibition above about 24%; note: 0% = median of the test wells and 100% = reference compound wells
Rv3671c inh = Rv3671c serine protease inhibitors, primary screen, biochemical, fluorescence polarization, M. tuberculosis H37Rv; P9WHR9; inhibition, % at 5.96 µM; actives 0.048% (n = 320,000); in the data active = inhibition above about 38%;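 note: extracellular domain of Rv3671c used as enzyme; 0% = enzyme with DMSO and 100% = no enzyme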
Target sequence (P9WHR9 whole entry, looked up, the tested form may be a part): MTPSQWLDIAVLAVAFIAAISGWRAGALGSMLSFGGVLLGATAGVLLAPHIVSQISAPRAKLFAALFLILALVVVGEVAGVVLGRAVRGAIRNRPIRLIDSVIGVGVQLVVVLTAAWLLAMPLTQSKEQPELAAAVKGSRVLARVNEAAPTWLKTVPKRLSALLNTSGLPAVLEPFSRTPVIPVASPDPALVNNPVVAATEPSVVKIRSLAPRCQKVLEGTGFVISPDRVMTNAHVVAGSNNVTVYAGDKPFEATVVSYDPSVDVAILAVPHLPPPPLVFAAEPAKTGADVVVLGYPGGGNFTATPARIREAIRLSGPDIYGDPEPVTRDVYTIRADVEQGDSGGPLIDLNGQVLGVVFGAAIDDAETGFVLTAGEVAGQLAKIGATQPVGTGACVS
FadD28 binding = inhibitors of FadD28 bisubstrate probe binding, primary screen, biochemical, fluorescence polarization, single point; inhibition, % at 12.5 µM; actives 0.22% (n = 360,000); in the data active = inhibition above about 8.5%, passing the limit was not always enough; inconclusive = no clear call, values can overlap the other calls
GDH-TPI inh = GDH-TPI coupling enzyme inhibitors, primary screen, artefact control for M. tuberculosis FBA inhibitor project, biochemical, absorbance, full deck; inhibition, % at 4.8 µM; actives 1.2% (n = 360,000); AID 588335, 2011; GDH-TPI coupled enzyme counterscreen, NADH absorbance; in the data active = inhibition above about 30%;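 note: 0% = DMSO wells and 100% = wells lacking the enzyme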
An asterisk follows results filed as active; ? = inconclusive; nt = no result given; & = joins results of further samples.

The opening 6 records, to show the layout:
SMILES | BioA inh | BoNT F protease | Mtb UGM inh | Mtb FBA inh | MazEF act | PrPC surface inh | Rv3671c inh | FadD28 binding | GDH-TPI inh
C=CCOc1ccc(C2/C(=C(/O)c3ccc(OC)cc3)C(=O)C(=O)N2CCN2CCNCC2)cc1 (stereo not given) | -1.3 | -3 | 0.0 | 0 | 5 | 0 | 1 | -4.3 | 4
Cc1cc(C)c(C)c(SCC(=O)Nc2oc(C)c3c(C)n[nH]c(=O)c23)c1C | 0.2 | 4 | -1.9 | -1 | -1 | -8 | 2 | 0.0 | -11
N#Cc1ccccc1NC1=CC(=O)CCC1 | -1.8 | 1 | 4.9 | -1 | 3 | 10 | -8 | -0.4 | 15
CCOc1ccc(S(=O)(=O)Nc2cccc(C(=O)NCC3CCCO3)c2)cc1 (stereo not given) | 1.3 | 1 | -0.4 | 0 | 0 | 9 | -2 | -1.0 | 0
O=C(c1ccco1)N1CCN(c2nc(C3CC3)nc3sc4c(c23)CCCC4)CC1 | 1.0 | -2 | -0.9 | 5 | -5 | nt | -2 | -4.1 | 7
O=C(O)CC1NCCc2ccccc21 (stereo not given) | nt | -13 | 5.1 | -4 | -11 | 5 | -2 | -3.8 | 1

The listing, from the first entry:
SMILES | BioA inh | BoNT F protease | Mtb UGM inh | Mtb FBA inh | MazEF act | PrPC surface inh | Rv3671c inh | FadD28 binding | GDH-TPI inh
C=CCOc1ccc(C2/C(=C(/O)c3ccc(OC)cc3)C(=O)C(=O)N2CCN2CCNCC2)cc1 (stereo not given) | -1.3 | -3 | 0.0 | 0 | 5 | 0 | 1 | -4.3 | 4
Cc1cc(C)c(C)c(SCC(=O)Nc2oc(C)c3c(C)n[nH]c(=O)c23)c1C | 0.2 | 4 | -1.9 | -1 | -1 | -8 | 2 | 0.0 | -11
N#Cc1ccccc1NC1=CC(=O)CCC1 | -1.8 | 1 | 4.9 | -1 | 3 | 10 | -8 | -0.4 | 15
CCOc1ccc(S(=O)(=O)Nc2cccc(C(=O)NCC3CCCO3)c2)cc1 (stereo not given) | 1.3 | 1 | -0.4 | 0 | 0 | 9 | -2 | -1.0 | 0
O=C(c1ccco1)N1CCN(c2nc(C3CC3)nc3sc4c(c23)CCCC4)CC1 | 1.0 | -2 | -0.9 | 5 | -5 | nt | -2 | -4.1 | 7
O=C(O)CC1NCCc2ccccc21 (stereo not given) | nt | -13 | 5.1 | -4 | -11 | 5 | -2 | -3.8 | 1
CCCCCn1c(Br)nc2c1c(=O)n(CC(N)=O)c(=O)n2C | nt | 5 | -1.7 | -1 | 3 | -5 | -1 | -0.2 | 15
COc1ccc(-c2csc(NC(=S)NC(=O)/C=C/c3ccco3)n2)cc1Br | -2.7 | ? | 4.3 | 2 | -7 | 0 | -2 | -2.4 | 8
N#Cc1c(-c2ccccc2)nc2n(-c3ccccc3)nc(C(=O)Nc3ccccc3)n2c1=O | -1.1 | -5 | 0.3 | 0 | -2 | 1 | -38 | -0.3 | 19
Cc1cc(C)nc(SCC(=O)NC2=NC(=O)C(C)S2)n1 (stereo not given) | nt | nt | -0.4 | nt | 0 | -5 | -2 | nt | nt
Cc1ccc(C2=C(CC(=O)O)C(=O)CC2)cc1 | -4.7 | -2 | 1.6 | 6 | -14 | -5 | -5 | -1.2 | 10
S=c1[nH]nc(-c2ccco2)n1/N=C/c1cccs1 | nt | -6 | 2.5 | -6 | 1 | 9 | -1 | -2.7 | 8
NC(=O)c1ccc(-n2nnnc2SCC(=O)Nc2ccccc2F)cc1 | -1.0 | -34 | 0.0 | 5 | 98* | 5 | 3 | 0.0 | 8
CCOC(=O)Nc1ccccc1C(=O)N1CCOCC1 | nt | 13 | 1.0 | -10 | 2 | 1 | -7 | -4.1 | 2
COc1ccc(/C=N\NC(=O)c2nn(C)cc2Cl)cc1CN1CCOCC1 | nt | -8 | -3.0 | 0 | 2 | -12 | -1 | -2.1 | 26
CCC1(c2ccc(F)cc2)NC(=O)N(CC(=O)Nc2cccc(S(=O)(=O)N3CCCC3)c2)C1=O (stereo not given) | -0.4 | 8 | nt | 1 | -5 | -2 | nt | -4.2 | -2
COc1cc(NC(=O)CCCNC(=O)c2ccc(Cl)cc2)cc(OC)c1 | 0.4 | -8 | -0.4 | 1 | 4 | 13 | 1 | -8.5 | 0
CCCCC(CC)CNCC(O)c1ccccc1 (stereo not given) | -2.0 | -4 | 1.2 | -2 | 12 | 2 | -4 | -0.8 | 9
Cc1ccc2[nH]cc(CCNS(=O)(=O)c3ccc(F)cc3)c2c1 | -0.4 | -12 | 0.0 | 0 | 6 | -2 | nt | 1.2 | 13
CCCCCC(C)NC(=S)NC(=O)c1cc(S(=O)(=O)N2CCOCC2)ccc1C (stereo not given) | nt | 9 | -0.9 | -2 | -1 | 2 | -5 | -2.6 | 2
CCOc1ccccc1-n1c(SCC(=O)N2CCOCC2)nnc1-c1ccccn1 | -1.0 | ? | -1.8 | -7 | 3 | 9 | 5 | -5.2 | -6
CC(=O)c1cccc(NC(=O)c2ccccc2OCc2ccc(F)cc2)c1 | nt | -15 | 3.2 | 0 | 9 | 1 | -10 | -2.2 | -1
CC(C)CCOc1cccc(OCC(=O)NC2CCS(=O)(=O)C2)c1 (stereo not given) | 0.4 | -10 | -0.9 | 2 | -2 | 8 | -1 | -2.1 | -4
COc1ccccc1NC(=O)C(=O)NCCCN1CCCC1=O | nt | 2 | -1.1 | 3 | 8 | 4 | -7 | -0.1 | 7
Cc1ccc(N2C(=O)[C@@H]3[C@H](C2=O)C2c4ccccc4C=CN2[C@@H]3C(=O)c2ccco2)cc1 (stereo not given in full) | -2.1 | -2 | nt | 3 | -18 | -4 | nt | -0.6 | 10
O=C1OCC(c2ccc(Cl)s2)=C1c1ccccc1[N+](=O)[O-] | 0.7 | ? | -0.6 | -1 | -25 | -14 | -4 | -3.4 | 12
CCOc1cc2c(Cl)ncnc2c(OCC)c1OCC | -2.0 | ? | 0.9 | 0 | -7 | -4 | -14 | -2.9 | 2
COCCCN1C(=O)c2ccc(C(=O)O)cc2C1=O | 0.8 | 7 | nt | 5 | 4 | 4 | 3 | 0.3 | -3
Cc1ccccc1/C=N/n1c(-c2cc(-c3ccccc3)n[nH]2)n[nH]c1=S | nt | -4 | -0.2 | 1 | 4 | -5 | 1 | -2.4 | 4
CC[C@@H]1C(=O)[C@H](Cc2ccccc2)[C@H]2CCCC(=O)N3CC[C@@H]1[C@@H]23 | -0.6 | 1 | nt | -1 | 8 | 3 | nt | -3.4 | -12
CCCNC(=O)C1(C)CCCN(C(=O)c2cc3ccccc3s2)C1 (stereo not given) | -0.2 | -3 | nt | 0 | nt | 2 | nt | -2.3 | -6
CCOc1ccc(CC(C(N)=O)C(N)=O)cc1CN(C)C | -1.1 | 4 | -0.7 | 2 | -5 | 4 | 0 | -1.3 | 13
CS(=O)(=O)N1CCN(C(=S)NCc2ccc(F)cc2)CC1 | nt | 0 | 0.3 | -2 | 8 | 6 | 1 | 0.6 | 5
O=C(Cn1nc(-c2ccccc2)nc1-c1ccccc1)N1CCOCC1 | 0.0 | 5 | 1.9 | 0 | -5 | 3 | -8 | 0.6 | 13
CCOC(=O)c1ccc2c(c1)nc(SC/C(O)=C(\C#N)c1nc3ccccc3[nH]1)n2CC | 0.1 | ? | -0.5 | 4 | 24 | 4 | 7 | -1.7 | 5
O=[N+]([O-])c1ccc(S(=O)(=O)NCCc2cn3ccccc3n2)cc1 | -0.5 | -13 | 2.8 | 4 | 8 | -32 | 12 | -2.0 | 6
CC1(C(=O)NCc2cccc(C(F)(F)F)c2)CCN1Cc1ccc(-c2ccccc2)o1 (stereo not given) | -0.1 | -10 | nt | -3 | nt | 13 | nt | -5.2 | -5
COc1ccc(CCNc2cc(C)nc3c(-c4ccccc4OC)cnn23)cc1OC | -2.0 | 0 | -1.8 | 8 | -2 | 3 | 11 | nt | 14
Cc1ccc(S(=O)(=O)N2CCN(C(=O)COC(=O)COc3cccc(C(F)(F)F)c3)CC2)c(C)c1 | -0.9 | 0 | 0.8 | -1 | -4 | 8 | -13 | -1.7 | 5
CC1CC(C)CN(C(=O)CNS(=O)(=O)c2cccs2)C1 (stereo not given) | -0.2 | -36 | -1.3 | 3 | 2 | 1 | 3 | -1.3 | 4
O=C(O)C1CCN(S(=O)(=O)c2ccc(Oc3ccccc3)cc2)CC1 | -0.1 | -5 | -0.6 | -6 | 4 | 0 | -1 | -2.3 | 4
Cc1ccc(-n2ncc3c2CC(C)(C)CC3NC(=O)c2ccc[n+]([O-])c2)cc1 (stereo not given) | 14 | 1 | 1.0 | -1 | -3 | 6 | -8 | -2.7 | 2
Cc1ccc(CONC(=O)c2ccc(OC(F)F)cc2)cc1 | 0.3 | -4 | 2.1 | 4 | 7 | 7 | -11 | 1.0 | -1
CSc1nc(SCCN(C)C)c2c3c(sc2n1)COC(C)(C)C3 | nt | 2 | -0.4 | 7 | 0 | -2 | 6 | -1.9 | 12
COc1ccc(-c2cc3c(c4c2ccn4C)C2CCC3C2)cn1 (stereo not given) | -0.7 | -6 | nt | 6 | nt | 10 | nt | -0.7 | nt
CC12C=CC(=O)C=C1CCC1C2CCC2(C)C(C(=O)CO)CCC12 (stereo not given) | nt | -1 | nt | -4 | 13 | 0 | nt | -4.7 | 7
CC1CCN(C(=O)CCS(=O)(=O)c2cc3c(cc2Cl)NC(=O)CO3)CC1 | 1.0 | 2 | 1.5 | -2 | 2 | -3 | 2 | -2.4 | -2
CCOc1ccc2c(c1)-c1c(ssc1=S)C(C)(C)N2C(=O)c1ccco1 | -2.4 | -7 | -0.5 | -6 | 0 | 8 | 11 | -0.2 | 8
CSc1ncc(/C=C2/C(=O)NC(=O)N(C3CCCCC3)C2=O)cn1 | 0.5 | -3 | 3.2 | 0 | -1 | 4 | -4 | -3.8 | -12
CC(C)c1ccc(CNC(=O)C(=O)NCC2CCCO2)cc1 (stereo not given) | nt | -1 | 2.3 | 2 | 6 | -6 | 4 | -2.7 | -5
C[C@H](CO)N1C[C@H](C)[C@@H](CN(C)S(=O)(=O)c2ccccc2)Oc2c(NC(=O)Nc3ccccc3)cccc2C1=O | 2.1&0.5 | 1 | nt | 0 | 8 | 9 | 4 | -0.6 | 0
CCc1c(O)nc(SC2CC(=O)N(c3ccc(F)c(Cl)c3)C2=O)[nH]c1=O (stereo not given) | 3.2 | -6 | -0.9 | 0 | 1 | -2 | 3 | -2.6 | 5

Whole records, quoted from the list. Values in the order: BioA inh	BoNT F protease	Mtb UGM inh	Mtb FBA inh	MazEF act	PrPC surface inh	Rv3671c inh	FadD28 binding	GDH-TPI inh
`CCOc1ccccc1-n1c(SCC(=O)N2CCOCC2)nnc1-c1ccccn1` as listed: -1.0	?	-1.8	-7	3	9	5	-5.2	-6
`CCC1(c2ccc(F)cc2)NC(=O)N(CC(=O)Nc2cccc(S(=O)(=O)N3CCCC3)c2)C1=O` (stereo not given) as listed: -0.4	8	nt	1	-5	-2	nt	-4.2	-2
`CC12C=CC(=O)C=C1CCC1C2CCC2(C)C(C(=O)CO)CCC12` (stereo not given) as listed: nt	-1	nt	-4	13	0	nt	-4.7	7
`O=C(Cn1nc(-c2ccccc2)nc1-c1ccccc1)N1CCOCC1` as listed: 0.0	5	1.9	0	-5	3	-8	0.6	13
`COc1ccc(/C=N\NC(=O)c2nn(C)cc2Cl)cc1CN1CCOCC1` as listed: nt	-8	-3.0	0	2	-12	-1	-2.1	26

Outcome played no part in choosing rows. Share with any hit: about 4.8%.
